High-throughput results: PubChem BioAssay, NMMLSC
Bfl-1 Bim block = inhibitors of Bim binding to Bfl-1, primary screen, biochemical, multiplexed, bead-based flow cytometry; Bim-Bfl-1 binding inhibition; inhibition, % at 10 µM; 190,000 tested, 0.12% active;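 note: 0% = wells without compound plus tracer and 100% = blocker peptide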
Bim-Bcl-2 = inhibitors of Bim-Bcl-2 binding, primary screen, biochemical, multiplexed, human Bcl-2 family | 190,000 tested, 0.06% active | Bead-based flow cytometry, Bim peptide-Bcl-2 binding | Apoptosis regulator Bcl-2 (Homo sapiens), P10415 | inhibition, % at 10 µM; in the data active = inhibition above about 40%; inconclusive = no clear call, values can overlap the other calls;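 note: 0% = no compound wells with probe peptide and 100% = reference peptide inhibitor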
Rab7 wt GTP bind = modulators of GTP binding to Rab7, primary screen, biochemical, wildtype, multiplex bead flow cytometry | 190,000 tested, 0.055% active | AID 758, 2007 | GTP binding activity (percent of control), % at 10 µM | GST-Rab7 beads, fluorescent GTP binding; actives lie on both sides; untreated = 100%, excess cold GTP = 0% | Rab7 GTPase wild type (dog), Bodipy-FL-GTP binding;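 active = fluorescent GTP binding to Rab7 beads changed by at least 20 points from the 100% baseline, either direction, mostly lower; inconclusive = compound itself probably fluorescent, or too few beads counted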;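 note: median green fluorescence of bound Bodipy-FL-GTP per Rab7 bead population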
Cdc42 wt GTP = modulators of GTP binding to wildtype Cdc42, primary screen, biochemical, multiplex bead flow cytometry, Bodipy-GTP. GST-Cdc42 beads; actives lie on both sides. 190,000 tested, 0.2% active. percent activity (GTP binding), % at 10 µM;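 active = percent activity GTP binding at least 20 points away from the 100% baseline, either down as inhibitor or up as activator; inconclusive = compound flagged as likely green fluorescent from well-wide comparison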;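 note: median bead fluorescence of bound Bodipy-FL-GTP at 100 nM; 0% = excess unlabeled GTP control and 100% = no compound control; below 100% means less GTP binding so inhibitor and above means activator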
Target sequence (P60953 whole entry, looked up): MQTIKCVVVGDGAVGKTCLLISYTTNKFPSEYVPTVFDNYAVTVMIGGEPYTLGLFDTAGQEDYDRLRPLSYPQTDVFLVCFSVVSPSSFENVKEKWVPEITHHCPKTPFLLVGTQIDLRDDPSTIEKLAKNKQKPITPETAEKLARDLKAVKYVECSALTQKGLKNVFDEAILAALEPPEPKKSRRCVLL
HRas wt GTP = modulators of GTP binding to HRas wildtype, primary screen, biochemical, bead-based flow cytometry, multiplex; GTP binding activity, % at 10 µM; 190,000 tested, 0.14% active; GST-Ras wt beads, Bodipy-FL-GTP binding; actives lie on both sides;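 active = GTP binding activity at least 20% away from the 100% baseline, either lowered as inhibitor or raised as activator; inconclusive = flagged as likely green fluorescent, judged across all proteins in the well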;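 note: 0% = unlabeled GTP competition control and 100% = no-compound control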
Target sequence (P01112 whole entry, looked up): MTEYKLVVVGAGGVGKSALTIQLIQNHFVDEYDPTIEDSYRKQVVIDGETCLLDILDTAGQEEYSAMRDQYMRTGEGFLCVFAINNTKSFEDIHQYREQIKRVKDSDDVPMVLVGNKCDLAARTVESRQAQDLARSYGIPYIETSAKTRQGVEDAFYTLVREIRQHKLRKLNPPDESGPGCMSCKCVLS
Bcl-W Bim block = inhibitors of Bim binding to Bcl-W, primary screen, biochemical, multiplexed, bead-based flow cytometry; Bim peptide-Bcl-W binding; inhibition, % at 10 µM; 190,000 tested, 0.02% active;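 note: 0% = bound tracer without compound and 100% = peptide blocker; higher means less fluorescent Bim peptide bound to Bcl-W beads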
Target sequence (Q92843 whole entry, looked up): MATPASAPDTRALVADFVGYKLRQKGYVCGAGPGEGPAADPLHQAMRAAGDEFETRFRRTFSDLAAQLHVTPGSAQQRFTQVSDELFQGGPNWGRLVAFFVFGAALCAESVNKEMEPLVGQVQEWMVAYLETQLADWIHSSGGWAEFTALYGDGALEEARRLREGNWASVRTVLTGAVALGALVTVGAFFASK
Bcl-B Bim block = inhibitors of Bim-Bcl-B binding, primary screen, biochemical, multiplexed, human Bcl-2 family; 190,000 tested, 0.073% active; inhibition, % at 10 µM; AID 951, 2007; bead-based flow cytometry, Bim peptide-Bcl-B binding;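 note: 0% = tracer peptide without compound and 100% = reference inhibitor peptide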
Target sequence (Q9HD36 whole entry, looked up): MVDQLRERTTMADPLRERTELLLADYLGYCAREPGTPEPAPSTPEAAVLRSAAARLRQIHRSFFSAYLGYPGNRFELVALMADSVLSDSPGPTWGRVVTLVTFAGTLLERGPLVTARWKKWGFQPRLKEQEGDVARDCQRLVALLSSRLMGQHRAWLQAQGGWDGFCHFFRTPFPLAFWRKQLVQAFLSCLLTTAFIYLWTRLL
Bim-Bcl-XL = inhibitors of Bim-Bcl-XL binding, primary screen, biochemical, multiplexed, bead flow cytometry, human Bcl-XL; 190,000 tested, 0.04% active; Bcl-2-like protein 1 (Homo sapiens), Q07817; Bim peptide-Bcl-XL binding, fluorescence; AID 1007, 2008; inhibition, % at 10 µM
Target sequence (Q07817 whole entry, looked up): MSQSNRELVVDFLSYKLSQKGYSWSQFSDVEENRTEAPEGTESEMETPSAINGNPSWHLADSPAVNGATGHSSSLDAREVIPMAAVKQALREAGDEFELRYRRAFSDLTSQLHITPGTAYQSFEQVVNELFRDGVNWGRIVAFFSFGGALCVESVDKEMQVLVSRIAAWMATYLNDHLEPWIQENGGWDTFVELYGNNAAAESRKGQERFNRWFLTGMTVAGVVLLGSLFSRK
Rac1 mut GTP = GTP binding modulators of activated mutant Rac1, primary screen, biochemical, bead-based flow cytometry, multiplex, fluorescent GTP | GST-Rac1 activated beads; actives lie on both sides; 100% means binding = to untreated wells | 190,000 tested, 0.11% active | AID 764, 2007 | percent activity (GTP binding), % at 10 µM;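 active = GTP binding at least 20 percentage points away from the 100% baseline, in either direction, so actives lie on both sides; inconclusive = Compound likely fluorescent itself, or too few beads counted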
Rac1 wt GTP bind = wildtype Rac1 GTP binding modulators, primary screen, biochemical, GST-Rac1 beads, flow cytometry, multiplex. fluorescent GTP binding; actives lie on both sides; 0 = cold GTP competed, 100 = untreated. AID 757, 2007. GTP binding activity (% of control), % at 10 µM. 190,000 tested, 0.27% active;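 active = GTP binding activity at least 20 points away from the 100% control level, either lower or higher; inconclusive = compound flagged as likely green fluorescent, judged across all proteins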
Rab2 wt GTP = modulators of GTP binding to Rab2A wildtype, primary screen, biochemical, dog, bead-based flow cytometry, multiplex; Ras-related protein Rab-2A (Canis lupus familiaris), P61105; GST-Rab2 wt beads, Bodipy-GTP binding; GTP binding activity, % at 10 µM; 190,000 tested, 0.19% active; AID 760, 2007;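 active = GTP binding activity at least 20 points away from 100%, either lowered or raised; inconclusive = signal likely due to the compound's own green fluorescence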;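 note: 0% = beads with excess unlabeled GTP and 100% = no-compound control corrected for plate trend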
* marks the source's active call; other numbers are inactive results; u = inconclusive. Cut-off read from the data, not from the text of the source, unless noted: active = inhibition above about 40%.

Start of the listing, in advance, 2 compounds:
SMILES	Bfl-1 Bim block	Bim-Bcl-2	Rab7 wt GTP bind	Cdc42 wt GTP	HRas wt GTP	Bcl-W Bim block	Bcl-B Bim block	Bim-Bcl-XL	Rac1 mut GTP	Rac1 wt GTP bind	Rab2 wt GTP
CCC(=O)c1cc2c(C)cc(=O)oc2c(C)c1OC(=O)C(C)C	0	-3	100	92	97	-2	-3	-3	98	97	99
CC/C(=C(/CC)c1ccc(O)cc1)c1ccc(O)cc1	-2	-3	101	92	93	3	-4	0	92	95	95

All compounds of this part (from the top)
SMILES	Bfl-1 Bim block	Bim-Bcl-2	Rab7 wt GTP bind	Cdc42 wt GTP	HRas wt GTP	Bcl-W Bim block	Bcl-B Bim block	Bim-Bcl-XL	Rac1 mut GTP	Rac1 wt GTP bind	Rab2 wt GTP
CCC(=O)c1cc2c(C)cc(=O)oc2c(C)c1OC(=O)C(C)C	0	-3	100	92	97	-2	-3	-3	98	97	99
CC/C(=C(/CC)c1ccc(O)cc1)c1ccc(O)cc1	-2	-3	101	92	93	3	-4	0	92	95	95
COCCn1c(C)cc(C(=O)CSc2nc(C)cc(C)c2C#N)c1C	-19	-12	96	104	103	-2	-10	-4	103	104	102
COc1cc(OC)c(C2=NOC(C(=O)N3CCc4ccccc4C3)C2)cc1Cl (stereo not given)	0	-3	96	98	97	0	-28	6	98	102	98
COc1ccc(NC(=O)C=C(C)C)cc1Cl	-3	-2	99	100	97	-3	0	-6	95	97	97
COc1cccc(C2C3=C(CC(C)(C)CC3=O)Nc3cc(OC)c(OC)cc32)c1 (stereo not given)	-10	-6	92	98	96	-2	-9	-5	99	97	95
CC(C)=CC(=O)Nc1nnc(-c2cccnc2)s1	-8	-10	103	107	103	3	-4	-1	101	114	102
O=c1c2c3c(sc2nc2n1CCC2)CCCCC3	-3	0	93	93	94	4	-2	1	97	96	94
CCOC(=O)CSc1nc(NCc2ccco2)c2ccccc2n1	-7	-6	u	u	u	2	-2	-3	u	u	u
O=[N+]([O-])c1cc(/C=N/N2CCN(C3c4ccccc4-c4ccccc43)CC2)ccc1Cl	0	0	97	103	102	-1	-2	-3	99	100	102
Cc1ccc(-n2c(C)cc(C3N=C(N)Nc4nc5ccccc5n43)c2C)c(C)c1 (stereo not given)	-14	-15	96	97	99	-3	-15	-11	96	102	96
CCOC(=O)c1cnc(SCc2nc(N)nc(Nc3ccccc3OC)n2)nc1N	-4	-6	91	93	93	-5	-6	-6	92	95	92
Cc1ccc(C2C3=C(CC(C)(C)CC3=O)Nc3[nH]c(=S)[nH]c(=O)c32)cc1 (stereo not given)	-5	-4	92	96	93	-6	-14	-5	95	98	95
CCCOc1c(Br)cc(C2C3=C(CCCC3=O)N(C)C3=C2C(=O)CCC3)cc1OC	-1	0	99	101	97	-6	-9	-9	99	101	97
COc1cccc(C(=O)N2CCN(C(=O)Cc3ccccc3)CC2)c1	-4	2	99	94	97	6	0	0	97	100	98
CCc1ccc(N(CC)C(=O)c2ccc3c(Cl)c4c(nc3c2)CCC4)cc1	-3	0	97	96	94	-6	-4	-4	94	99	95
COc1ccc(C2SCCN2S(=O)(=O)c2ccc(F)cc2)cc1OC (stereo not given)	-2	0	97	103	101	-1	0	-3	98	101	99
O=C(NCCCO)/C(=C\c1cn(-c2ccccc2)nc1-c1cccnc1)NC(=O)c1ccccc1	-5	-3	99	103	101	-5	-10	-6	98	106	99
Oc1ccc2ccccc2c1/C=N/n1cnnc1	-15	-8	101	103	103	0	-10	-4	99	109	100
COc1ccc(NC2=NCC(Cc3ccc(Br)cc3)S2)cc1 (stereo not given)	-1	-2	105	101	104	-5	-8	-8	97	105	101
NC(=O)CSc1nnc(Cn2cnc3ccccc32)o1	65*	10	94	95	94	36	-2	16	96	94	94
Cc1ccc(NC(=S)Nc2ccc(OC(F)F)c(Cl)c2)cc1F	-2	-2	103	98	99	-1	-5	-2	100	101	100
CC(C)(C)/C=N/NC(=O)CNC(=O)c1ccc2c(c1)OCCO2	1	2	100	105	100	1	0	0	103	105	102
O=C(Nc1ccccc1)OCc1cc(-c2ccc(Cl)cc2)on1	-2	-1	98	97	97	-1	0	2	94	97	96
CC1CCCC(C)N1C(=O)CN1C(=O)C(C)(C)Oc2ccc(C(=O)NC3CCCC3)cc21 (stereo not given)	-13	-11	95	100	99	-2	-10	-14	94	98	95
CCn1ncc(C2=NOC(C(=O)NCCc3ccccc3)C2)c1C (stereo not given)	-18	-9	98	101	99	-2	-12	-6	100	99	98
O=C(O)CCCNC1=NCCC1	-16	-14	100	106	101	-4	-11	-6	100	112	101
O=Nc1ccc(NOC(=O)c2ccccc2Br)cc1	1	0	97	95	95	-2	-3	-2	95	95	94
COCCNC(=S)N/N=C(\C)c1cccc(OC)c1	3	5	106	95	98	-2	2	1	95	98	98
O=C(c1ccc(N2CCOCC2)nc1)N1CCCCC1	-10	-6	96	99	99	-1	-6	-6	93	97	97
Cc1ccc(-c2ccc(C(=O)Nc3ccccc3)o2)c2ccccc12	6	0	92	99	95	3	-3	-3	94	99	97
CNc1ccccc(-c2ccc3ccccc3n2)c1=O	-1	0	96	100	98	1	1	1	102	105	98
CN(CC(=O)NCc1ccc2c(c1)OCO2)S(=O)(=O)c1ccc(Br)s1	0	-2	95	99	101	0	-2	1	98	100	102
O=C(Nc1ccc(CN2CCCCC2)cc1)Nc1ccc(Br)cc1Cl	-4	-1	102	99	98	-1	-2	0	95	96	98
CC1=CC(C)C2C(=O)N(c3ccccc3)NC(=O)C2C1 (stereo not given)	-2	0	101	103	100	-2	-4	-4	100	107	100
CCS(=O)(=O)c1nn2c(N)c(/C=C3/C=CC(=O)C(OC)=C3)c(=O)nc2s1	1	1	95	97	97	0	0	-3	95	94	93
COC(=O)CNC(=O)CSc1nnc(-c2ccc(OC)cc2)n1CC(C)C	-18	-13	98	98	100	-5	-9	-6	98	100	98
COc1cccc(Nc2nnc(SCC(=O)N(CC(C)C)CC(C)C)s2)c1	-2	0	104	102	103	0	0	0	103	106	103
C=CCN1C(=O)S/C(=C/c2ccc(Sc3nc4ccccc4[nH]3)o2)C1=O	3	4	100	101	102	-2	9	-3	101	105	101
N#CC1=C(N)Oc2n[nH]c(-c3ccccc3)c2C1c1ccncc1 (stereo not given)	-17	-6	101	102	102	-2	-8	-5	100	108	100
S=C(NCCc1ccccc1)NCCc1ccccc1	44*	22	100	103	102	29	24	39	102	103	99
O=C(c1ccc2ccccc2n1)N1CCN(c2ccccc2Cl)CC1	-5	-3	95	94	95	0	-1	-1	95	94	96
CC(C)(C)NC(=O)NC(=O)COC(=O)Cc1coc2ccc3ccccc3c12	19	18	102	94	98	23	15	29	99	100	99
Cc1ccc(C)c(Oc2cc(NC(=O)CCCn3nc(C)c([N+](=O)[O-])c3C)cc([N+](=O)[O-])c2)c1	-2	-2	100	101	100	-5	-4	-3	98	103	99
Cc1ccccc1C(C(=O)NC1CCCC1)N(C(=O)CNC(=O)c1ccco1)c1cccnc1 (stereo not given)	-5	-3	105	101	102	-1	-4	-2	97	100	101
CC1=CN2CC(O)CN=C2C=C1 (stereo not given)	-7	-6	99	104	102	1	-8	5	99	110	100
NS(=O)(=O)c1ccc(CCN2C(=O)/C(=C\c3ccc(Cl)cc3)SC2=S)cc1	1	0	85	84	84	-3	-12	-7	85	77*	82
CC(=O)N1CCN2C(=O)C1CCCC(=O)c1cc(C(C)C)ccc12 (stereo not given)	-4	-3	100	99	101	-2	-6	-4	100	107	99
O=C(NCC1COc2ccccc2O1)c1ccco1 (stereo not given)	-1	1	99	101	96	1	0	1	96	101	97
COc1ccc(C(=O)Nc2nc3nc(-c4ccccc4)cc(=O)n3[nH]2)cc1	-2	-1	93	92	92	-1	-1	1	87	90	90
CCOC(=O)Cn1nnnc1CN(Cc1ccccc1)Cc1cc2cc(CC)ccc2[nH]c1=O	-18	-16	100	104	101	-2	-8	-5	101	109	102
CC(=O)Nc1ccc(S(=O)(=O)NCC(=O)OC(C)c2ccccc2Cl)cc1 (stereo not given)	2	-3	96	97	99	0	-3	-1	102	103	99
O=C(COC(=O)c1ccc([N+](=O)[O-])s1)NCc1ccccc1	-6	-4	99	101	99	-5	-9	-7	98	100	101
Clc1ccc(Cc2nnc(-c3cccs3)o2)cc1	0	0	97	97	98	-4	-5	-5	97	99	98
O=S(=O)(Nc1nc2ccc(S(=O)(=O)N3CCCC3)cc2s1)c1ccc(F)cc1	-6	-11	97	97	97	-3	-16	0	93	96	95
CCc1ccc(/C=C2\SC(=S)N(CCCC(=O)Nc3nccs3)C2=O)cc1	-7	-9	101	101	99	-5	-9	-11	98	100	98
COC(=O)/C(=C/c1cccnc1)NC(=O)c1ccccc1	0	0	99	105	99	3	3	3	99	101	97
CC(=O)SCCC(=O)Nc1ccccc1	0	1	105	108	107	0	2	0	101	107	108
CCOC(=O)C1CCCN(C(=O)c2ccc(Cl)c(S(=O)(=O)N3CCCCC3)c2)C1 (stereo not given)	-4	1	93	97	97	0	-2	-1	97	98	97
CCc1nnc(NC(=O)CSc2nnc(-c3cccnc3)n2CC)s1	5	4	95	95	97	2	4	3	97	96	94

Following part.
SMILES	Bfl-1 Bim block	Bim-Bcl-2	Rab7 wt GTP bind	Cdc42 wt GTP	HRas wt GTP	Bcl-W Bim block	Bcl-B Bim block	Bim-Bcl-XL	Rac1 mut GTP	Rac1 wt GTP bind	Rab2 wt GTP
COC(=O)c1ccccc1NC(=O)CNc1cc(Cl)ccc1N1CCOCC1	5	-4	94	94	94	1	0	2	91	89	92
CC(C)OCCCNC(=O)CNC(=O)c1cccs1	-1	-7	102	98	100	-5	-1	-7	97	99	98
Cc1ccc(N2CCN(CCCCN3C(=O)C4CCCN4C3=O)CC2)cc1 (stereo not given)	5	-1	103	100	102	0	-10	-2	101	103	97
COCc1cc(=O)[nH]c(=S)[nH]1	3	-1	100	103	98	-4	-5	-6	101	101	98
O=c1[nH][nH]c2cc(=O)n(-c3ccc(Cl)cc3)nc12	0	0	104	92	95	0	2	2	91	95	98

As a working copy, part of the list above:
SMILES	Bfl-1 Bim block	Bim-Bcl-2	Rab7 wt GTP bind	Cdc42 wt GTP	HRas wt GTP	Bcl-W Bim block	Bcl-B Bim block	Bim-Bcl-XL	Rac1 mut GTP	Rac1 wt GTP bind	Rab2 wt GTP
Cc1ccc(N2CCN(CCCCN3C(=O)C4CCCN4C3=O)CC2)cc1 (stereo not given)	5	-1	103	100	102	0	-10	-2	101	103	97
COCc1cc(=O)[nH]c(=S)[nH]1	3	-1	100	103	98	-4	-5	-6	101	101	98
